# Compound activity from PubChem.
# PG9 Ab binder: binders of HIV-1 gp120 antibody PG9, primary screen, biochemical, TR-FRET. HIV-1 gp120 / PG9 antibody interaction. TR-FRET gp120-PG9 antibody binding. inhibition, % at 6.7 µM. actives 0.43% (n = 360,000); in the data active = inhibition above about 8.5%
# Rev-erbA mod: modulators of Rev-erb alpha DNA binding, primary screen, biochemical, FITC-DNA, fluorescence polarization, uHTS | Nuclear receptor subfamily 1 group D member 1 (Homo sapiens), P20393 | Rev-erbα–FITC-DNA binding, 90 min | activity, % at 10 µM | actives 0.79% (n = 370,000);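 active = activity above about 14%, limit read from the data; passing the limit was not always enough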;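 note: 0% = DMSO wells with 35 nM protein and 100% = DMSO wells with 750 nM protein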
# Target sequence (P20393 whole entry, looked up): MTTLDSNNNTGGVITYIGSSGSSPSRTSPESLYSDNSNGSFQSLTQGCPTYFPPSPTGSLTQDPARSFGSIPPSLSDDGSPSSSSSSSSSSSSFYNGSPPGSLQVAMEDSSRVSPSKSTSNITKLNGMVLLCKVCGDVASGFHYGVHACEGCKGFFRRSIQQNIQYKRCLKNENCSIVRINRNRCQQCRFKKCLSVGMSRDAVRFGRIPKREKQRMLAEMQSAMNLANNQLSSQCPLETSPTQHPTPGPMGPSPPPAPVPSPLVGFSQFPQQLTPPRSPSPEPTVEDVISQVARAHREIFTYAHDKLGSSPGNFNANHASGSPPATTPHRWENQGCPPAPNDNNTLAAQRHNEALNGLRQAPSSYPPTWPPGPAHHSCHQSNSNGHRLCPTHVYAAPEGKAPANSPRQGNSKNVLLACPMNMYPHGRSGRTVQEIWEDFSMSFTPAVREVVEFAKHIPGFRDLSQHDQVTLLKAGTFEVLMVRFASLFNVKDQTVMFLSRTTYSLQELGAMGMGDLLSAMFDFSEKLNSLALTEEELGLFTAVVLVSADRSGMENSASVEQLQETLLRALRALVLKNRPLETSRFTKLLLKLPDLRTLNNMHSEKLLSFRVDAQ
# hcDAF12 agonist: H. contortus DAF-12 nuclear receptor activators, primary screen, cell-based, luminescence, HEK293, lit1-tk-luc reporter | AID 652067, 2013 | actives 1.4% (n = 370,000) | activation, % at 6.8 µM | HEK293 hcDAF-12 lit1-tk-luc reporter; 0% DMSO, 100% Δ7-dafachronic acid;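 active = activation above the mean of all tested compounds plus 3 SD, cut at about 5.5% in these data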;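 note: 100% = response to 3 µM Δ7-dafachronic acid high control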
# PLCb3 inh: human PLC-beta3 inhibitors, primary screen, biochemical, fluorescence. 1-phosphatidylinositol 4,5-bisphosphate phosphodiesterase beta-3 (Homo sapiens), Q01970. Purified PLC-beta3, fluorogenic substrate. inhibition, % at 12.2 µM. actives 0.18% (n = 370,000). AID 720704, 2013; in the data active = inhibition above about 11%;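 note: 0% = median of compound wells on plate and 100% = full blocker control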
# SMARCA2 activ: SMARCA2 (BRM) function activators, primary screen, cell-based, luminescence, high throughput; MG213 cells, MMTV-luciferase reporter, dexamethasone, overnight; activation, % at 9.1 µM; actives 1% (n = 370,000); in the data active = activation above about 7.8%;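 note: 0% = vehicle wells and 100% = reference activator wells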
# DAX1 inh-1: DAX1 (NR0B1) inhibitors, primary screen, cell-based, HEK293, Gal4-DAX1, luciferase luminescence; Nuclear receptor subfamily 0 group B member 1 (Homo sapiens), P51843; inhibition, % at 6.75 µM; AID 504766, 2011; actives 0.99% (n = 340,000); HEK293 Gal4-DAX1 luciferase reporter;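 active = inhibition above the mean over all tested compounds plus 3 SD, cut at about 4.2% in these data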;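 note: 0% = DAX1-transfected cells with DMSO and 100% = empty-vector control cells with DMSO; inhibition shows as a rise in luminescence from relieved DAX1 repression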
# Target sequence (P51843 207-470 limits assumed): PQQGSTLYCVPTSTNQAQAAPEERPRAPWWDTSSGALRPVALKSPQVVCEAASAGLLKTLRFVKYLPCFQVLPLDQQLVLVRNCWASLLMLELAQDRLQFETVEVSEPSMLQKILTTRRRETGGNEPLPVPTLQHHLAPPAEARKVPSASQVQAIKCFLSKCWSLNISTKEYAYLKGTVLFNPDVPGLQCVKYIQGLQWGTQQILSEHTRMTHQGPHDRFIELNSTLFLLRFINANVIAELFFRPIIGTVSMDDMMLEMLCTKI
# FXN GAA850 act: FXN promoter activators, primary screen, cell-based, luciferase luminescence, HEK293 lucGAA850. HEK293 lucGAA850 FXN promoter luciferase reporter, 24 h; percent of 10 µM SAHA response. activation, % at 6 µM. actives 0.56% (n = 360,000). AID 540364, 2011;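 active = activation above the average of all compounds screened plus 3 SD, cutoff fixed separately per campaign, cut at about 7.5% in these data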;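 note: 0% = DMSO wells and 100% = 10 µM SAHA wells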
# DAX1 inh-2: DAX1 (NR0B1) inhibitors on StAR promoter, primary screen, cell-based, luminescence, SF-1 (NR5A1), full-length DAX-1 | AID 652010, 2013 | HEK293T StAR-luciferase reporter, SF-1/DAX-1 repression relief | actives 1.1% (n = 370,000) | inhibition, % at 6.8 µM;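 active = inhibition above the mean over all tested compounds plus 3 SD, cut at about 3.6% in these data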;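 note: 0% = DAX-1 cells with DMSO and 100% = cells lacking DAX-1 with DMSO; higher inhibition means more luminescence from relief of DAX-1 repression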
# ssDAF12 agonist: S. stercoralis DAF-12 nuclear receptor activators, primary screen, cell-based, luminescence, HEK293, GRIP1 co-expression, lit1-tk-luc | Nuclear hormone receptor DAF-12 (Strongyloides stercoralis) | HEK293 ssDAF-12/GRIP1 lit1-tk-luc reporter; % of 3 µM dafachronic acid response | activation, % at 6.8 µM | actives 1% (n = 370,000);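 active = activation above the mean over all tested compounds plus 3 SD, cut at about 0.9% in these data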;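 note: 0% = DMSO-only wells and 100% = 3 µM delta7-dafachronic acid wells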
# sPLA2-III inh: human group III sPLA2 inhibitors, primary screen, biochemical, QFRET, BODIPY PC-A2 liposome substrate | Group 3 secretory phospholipase A2 (Homo sapiens), Q9NZ20 | QFRET BODIPY PC-A2 liposome hydrolysis, fluorescence | inhibition, % at 12.2 µM | actives 0.56% (n = 370,000) | AID 743126, 2013;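 active = inhibition above mean plus 3 SD of compounds lying within the high and low control bounds, cut at about 19% in these data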;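 note: 0% = median of test compound wells and 100% = no enzyme DMSO wells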
# hgDAF12 agonist: H. glycines DAF-12 receptor agonists, primary screen, cell-based, luminescence, HEK293, GAL4 fusion, UAS-luciferase | activation, % at 6.8 µM | Nuclear hormone receptor DAF-12 (Heterodera glycines), GAL4 fusion | actives 1.8% (n = 370,000) | HEK293 GAL4-hgDAF12 UAS-luciferase reporter, agonist luminescence; normalized to butyrate control;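 active = activation above a cutoff set at the mean of all screened compounds plus 3 SD, cut at about 10% in these data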;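 note: 0% = DMSO wells and 100% = sodium butyrate wells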
# * hit, by the source's call; i = inactive; · = not tested or not shown.
Molecule,PG9 Ab binder,Rev-erbA mod,hcDAF12 agonist,PLCb3 inh,SMARCA2 activ,DAX1 inh-1,FXN GAA850 act,DAX1 inh-2,ssDAF12 agonist,sPLA2-III inh,hgDAF12 agonist
Cc1ccccc1-n1c(SCC(=O)Nc2ccccc2)nc2nc3c(cc2c1=O)CCCC3,-4.3,-3.4,-0.7,5.2,0.0,-1.1,1.6,-1.1,-2.2,-19.5,-3.9
Cc1cc(C(F)F)nn1CC(=O)Nc1cc([N+](=O)[O-])ccc1F,-2.3,-1.9,-0.7,4.7,-3.9,-0.1,2.0,0.8,-1.0,-2.8,0.9
COc1ccc(N2C(=O)CSC2c2ccccc2F)c(OC)c1 (centres undefined),-2.6,-3.3,0.2,-3.0,-1.2,-0.5,0.9,-0.2,-1.1,-4.0,-0.9
CCN(CC)S(=O)(=O)c1ccc(N2CCCCC2)c(C(=O)Nc2ccccc2N2CCOCC2)c1,-1.7,10.2,-0.6,0.2,-2.2,-2.9,-1.6,0.6,-0.5,4.8,2.6
CN(C)C(CNC(=O)c1cccs1)c1cccnc1 (centres undefined),-1.1,-3.0,2.1,0.1,0.9,2.4,0.6,1.1,-0.4,2.5,3.1
Cc1ccccc1C(=O)NCC(=O)OCC(=O)NC(C)C1CC2CCC1C2 (centres undefined),-0.6,0.8,-1.2,-3.8,-2.7,0.0,0.9,-0.4,-0.6,-2.1,0.0
COc1ccc2nc(SCC(=O)Nc3ccccc3)[nH]c2c1,-0.2,-2.4,-0.8,0.7,0.4,2.8,0.6,-0.2,-1.7,-14.4,-2.1
O[C@H](COc1cccc(F)c1)CN1CCC(C(O)(c2ccccc2)c2ccccc2)CC1,·,9.9,-2.9,0.9,-2.8,·,·,-1.2,-1.6,-20.2,-1.6
Cc1ccc(-c2cn3cccnc3n2)cc1,2.7,-5.2,2.3,i,3.8,1.1,4.4,2.0,-0.6,6.0,15.1*
Cc1cccc(-n2ncc3c2CCCC3NC(=O)C2CCOCC2)c1C (centres undefined),-2.1,3.4,-3.6,-6.5,-0.3,-0.6,0.0,-5.6,-1.9,-0.3,-5.2
CCOc1cccc(-c2nc(C(N)=O)c3[nH]c(=O)n(-c4cccc(Cl)c4)c3n2)c1O,-2.7,-6.1,0.2,2.1,1.4,-0.2,0.3,-0.9,-1.1,-7.9,-1.6
FC(F)(F)c1nnc2sc(-c3ccccn3)nn12,0.9,-2.9,-2.9,3.9,-3.0,-0.2,1.7,-0.4,-0.9,12.4,-2.0
COC(=O)c1c(N)[nH]c(C(=O)c2ccccc2)c1-c1ccc(Br)cc1,1.3,-7.3,-1.3,-9.2,-2.4,·,·,1.4,-0.6,3.0,-1.2
Cc1cccc(NCc2ccc(O)c3ncccc23)c1,0.1,-1.1,1.0,-5.2,-2.6,-1.3,-0.6,-0.9,-0.4,11.4,-1.4
CCOc1ccccc1NC(=O)CSc1nc2c(c(=O)n1C)SC(C)C2 (centres undefined),-1.6,-1.1,-3.0,4.8,-1.7,-1.1,-1.1,-2.6,-0.2,8.5,2.8
COc1cc(OC)c(/C=N/n2c(C3CCCCC3)n[nH]c2=S)c(OC)c1,1.9,8.2,-1.8,-18.0,1.0,1.2,-1.3,-0.2,-1.5,18.4,-0.9
CCNC(=S)N/N=C/c1ccco1,-0.9,0.0,1.6,0.7,4.2,-0.5,-3.0,-0.2,-0.3,10.1,-0.1
Cc1ccc(CONC(=O)c2ccc([N+](=O)[O-])cc2)cc1,-1.3,6.4,0.0,-1.7,2.1,0.2,2.4,1.1,-0.9,-9.4,2.1
CC(C)(C)OC(=O)CNC(=O)c1nc[nH]c1C(=O)NCc1ccc(CNC(=O)OC(C)(C)C)cc1,1.9,9.2,-2.1,-2.1,-1.3,-1.0,0.5,-0.3,-1.4,-21.2,-4.1
C/C(=N\NC(=O)CNC(=O)c1cccc(F)c1)c1ccc2ccccc2c1,-1.4,-2.8,-0.3,-13.3,-4.4,-1.1,0.1,-0.2,-1.2,11.1,0.0
O=C(COc1ccc([N+](=O)[O-])cc1)NNC(=O)c1cccs1,-1.0,1.1,-0.2,4.0,-1.5,1.5,0.8,0.4,-0.6,-3.5,0.7
C=CCn1c(=O)c2ccccc2n2c(SC(C)C(=O)Nc3nc(-c4ccccc4)cs3)nnc12 (centres undefined),-0.5,1.6,0.1,3.7,-1.1,-0.7,-2.1,-0.4,-0.1,1.9,0.3
O=c1c2ccccc2nc(-c2ccc(Br)cc2)n1Cc1ccccc1,-0.9,3.7,-2.3,-0.7,1.3,-0.6,4.4,-0.6,-1.9,-4.4,-3.3
CCN(CC)CCCC(C)NC(=O)c1cccc(S(=O)(=O)N2CCc3ccccc32)c1 (centres undefined),-1.1,-0.8,2.0,-7.0,-2.4,1.9,1.4,1.1,-1.1,2.8,-0.7
COC(=O)c1cc(C(=O)OC)cc(-n2c(C)cc(C(=O)COC(=O)CNS(=O)(=O)c3ccc(C)cc3)c2C)c1,-3.0,4.2,1.5,-28.5,8.0*,-0.1,2.6,-0.4,-1.5,-24.6,5.9
CC12CCC3(CO)COC(c4ccccc4O1)C2C3 (centres undefined),-0.3,4.7,-2.4,0.4,-1.7,1.4,-1.6,-0.2,-1.0,-2.5,1.5
O=C(c1cccs1)N(c1ccc(F)cc1)C1C=CS(=O)(=O)C1 (centres undefined),-1.9,9.8,-0.7,2.1,-0.2,-0.8,0.7,-0.1,-1.4,3.2,0.4
COc1cccc(C(=O)Nc2ccc3nc4n(c(=O)c3c2)CCCCC4)c1,-1.6,0.7,-2.0,-3.1,-0.6,0.4,0.1,-0.1,-2.0,6.2,4.2
c1coc(-c2nc3ccccc3s2)c1,-1.4,7.1,4.3,-2.9,-3.9,1.2,1.9,1.3,0.8,0.6,9.3
Cc1cc(-c2nnc(CCC(=O)NCc3ccc(OC(F)(F)F)cc3)o2)no1,-0.3,-0.1,0.5,-9.6,-2.1,0.5,1.2,-0.1,-0.6,3.6,1.0
CCc1ccc(OCC(=O)NNC(=O)c2cc(S(=O)(=O)N(C)C)ccc2N2CCCC2)cc1,-1.0,7.3,-0.7,-31.7,-4.0,-0.5,0.2,3.0,0.4,-2.3,-1.2
O=C(COC(=O)c1ccccc1)NCCCCc1ccccc1,-0.3,-0.6,1.6,-0.7,-3.2,2.5,0.2,-0.9,-0.5,-3.9,0.5
O=C(NCC(O)c1ccc([N+](=O)[O-])cc1)C1=COCCO1 (centres undefined),-0.5,-0.7,-1.9,-3.1,0.8,0.1,0.1,0.8,-1.2,-2.7,0.9
O=C(COC(=O)/C=C/c1ccccc1[N+](=O)[O-])NCC1CCCO1 (centres undefined),-1.5,-0.1,2.0,1.8,-0.8,-0.5,1.5,0.2,-0.6,1.4,3.2
CC(NC(=O)/C(C#N)=C/c1ccc(Cl)c([N+](=O)[O-])c1)c1ccccc1 (centres undefined),-0.7,-5.3,-0.7,0.7,-0.3,·,·,0.0,-1.2,-1.4,-2.0
Cn1nnc2cc(C(=O)Nc3ccc4ccccc4c3)ccc21,1.4,2.3,1.8,-0.8,5.2,1.4,5.3,2.5,0.1,9.3,15.4*

# Quoted at random: 2 entries already listed, in no set order.
Molecule,PG9 Ab binder,Rev-erbA mod,hcDAF12 agonist,PLCb3 inh,SMARCA2 activ,DAX1 inh-1,FXN GAA850 act,DAX1 inh-2,ssDAF12 agonist,sPLA2-III inh,hgDAF12 agonist
Cn1nnc2cc(C(=O)Nc3ccc4ccccc4c3)ccc21,1.4,2.3,1.8,-0.8,5.2,1.4,5.3,2.5,0.1,9.3,15.4*
O=C(COC(=O)/C=C/c1ccccc1[N+](=O)[O-])NCC1CCCO1 (centres undefined),-1.5,-0.1,2.0,1.8,-0.8,-0.5,1.5,0.2,-0.6,1.4,3.2

# Next results follow.
Molecule,PG9 Ab binder,Rev-erbA mod,hcDAF12 agonist,PLCb3 inh,SMARCA2 activ,DAX1 inh-1,FXN GAA850 act,DAX1 inh-2,ssDAF12 agonist,sPLA2-III inh,hgDAF12 agonist
COc1ccc(CCNC(=O)C2CCCN(S(=O)(=O)N3CC(C)CC(C)C3)C2)cc1OC (centres undefined),-0.2,5.8,-0.3,-1.2,1.4,0.1,-1.4,-1.3,-1.4,0.8,-0.6
O=C(Nc1ccsc1C(=O)NC1CC1)c1ccccc1,0.8,-1.7,0.0,-0.7,-0.9,-1.4,-0.8,-1.9,-0.9,-0.7,0.4
COc1cc(CCC(=O)NC2(C)CCS(=O)(=O)C2)cc(OC)c1OC (centres undefined),0.6,7.0,-1.9,-6.0,-4.0,-1.3,0.2,-1.5,-1.4,6.4,1.7
COc1ccc(CCC(=O)N2c3ccccc3N=C(c3ccc4c(c3)OCO4)C2C(=O)Nc2ccc(OC)cc2)cc1 (centres undefined),-0.4,-2.6,0.7,-154.4,-3.1,·,·,-1.0,-0.9,-9.4,2.6
CCNC(=O)OCc1cn(-c2ccc(Cl)cc2)nn1,-0.2,-1.9,-1.1,-2.5,-2.2,-0.3,1.7,-0.2,-1.0,0.6,-2.2
C[C@@H]1CN([C@H](C)CO)C(=O)CCCn2cc(nn2)CO[C@H]1CN(C)S(=O)(=O)c1ccc(C#N)cc1,-2.7,-4.7,1.3,-1.9,-2.0,2.3,-0.4,-1.0,-1.2,-2.0,-2.5
COc1ccccc1N1CCN(C(=O)CCCn2c(=S)[nH]c3ccccc3c2=O)CC1,1.1,-2.4,-0.3,1.0,-3.1,-2.9,-0.9,-0.3,-1.3,3.1,-2.6
O=C(CN(c1ccc(F)cc1)S(=O)(=O)c1ccc2c(c1)OCCO2)NCc1ccccc1,1.7,-3.1,-0.4,2.5,-2.5,0.8,-2.2,-0.6,-0.7,4.7,-2.3
COc1ccc2c(c1)C(O)C(CO)C(C(=O)O)C2 (centres undefined),1.0,0.3,1.8,-1.4,-3.8,2.3,1.8,1.7,-1.2,9.6,-2.2
CCc1nnc(SCC(=O)Nc2ccc(N3CCN(S(C)(=O)=O)CC3)cc2)o1,-2.4,-0.7,-2.4,-2.2,-4.0,-0.3,-1.8,-0.6,-0.6,7.2,-2.5
